Screening results as filed in PubChem.
FBW7 activator = human FBW7 E3 ligase activation, primary screen; Q969H0; AlphaScreen FBW7–phospho-cyclin E peptide binding, activator screen; normalized activity (activation), % at 26.1 µM; hit rate 0.13% among 650,000; in the data active = normalized activity above about 1.9%;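 also: purified mutant Fbw7 with reduced substrate affinity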
MITF inh = blocks human microphthalmia-associated transcription factor; inhibition, % at 2.6 µM; AlphaScreen MITF homodimerization, bead proximity signal; O75030; hit rate 0.91% among 650,000; in the data active = inhibition above about 50%;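 also: 0% = vehicle wells with protein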
Target sequence (O75030 whole entry, looked up): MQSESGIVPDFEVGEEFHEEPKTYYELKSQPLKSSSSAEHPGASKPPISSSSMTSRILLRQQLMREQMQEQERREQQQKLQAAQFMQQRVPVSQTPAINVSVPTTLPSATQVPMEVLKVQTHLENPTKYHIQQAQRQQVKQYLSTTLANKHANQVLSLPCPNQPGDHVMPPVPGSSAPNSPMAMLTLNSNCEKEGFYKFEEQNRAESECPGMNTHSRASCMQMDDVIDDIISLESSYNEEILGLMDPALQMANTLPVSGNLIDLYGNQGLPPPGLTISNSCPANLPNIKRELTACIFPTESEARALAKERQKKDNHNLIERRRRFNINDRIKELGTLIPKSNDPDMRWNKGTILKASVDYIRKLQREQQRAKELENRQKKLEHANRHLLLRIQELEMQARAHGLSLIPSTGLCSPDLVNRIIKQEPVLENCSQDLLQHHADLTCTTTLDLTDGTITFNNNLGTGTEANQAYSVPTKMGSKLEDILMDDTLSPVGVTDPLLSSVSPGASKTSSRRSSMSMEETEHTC
TEAD-YAP block = TEAD-YAP interaction inhibition; hit rate 1.4% among 640,000; HEK-TIYL cells, TEAD-Gal4/YAP UAS-luciferase luminescence; inhibition, % at 9.12 µM; in the data active = inhibition above about 32%;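 also: 0% = median of test compound wells and 100% = reference inhibitor wells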
GPR151 activ = activators of human GPR151; PathHunter beta-arrestin GPR151 cells, luminescence; activation, % at 11.2 µM; hit rate 1% among 650,000; AID 1508602; in the data active = activation above about 4.9%;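 also: 0% = median of compound wells and 100% = cells with positive control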
Target sequence (Q8TDV0 whole entry, looked up): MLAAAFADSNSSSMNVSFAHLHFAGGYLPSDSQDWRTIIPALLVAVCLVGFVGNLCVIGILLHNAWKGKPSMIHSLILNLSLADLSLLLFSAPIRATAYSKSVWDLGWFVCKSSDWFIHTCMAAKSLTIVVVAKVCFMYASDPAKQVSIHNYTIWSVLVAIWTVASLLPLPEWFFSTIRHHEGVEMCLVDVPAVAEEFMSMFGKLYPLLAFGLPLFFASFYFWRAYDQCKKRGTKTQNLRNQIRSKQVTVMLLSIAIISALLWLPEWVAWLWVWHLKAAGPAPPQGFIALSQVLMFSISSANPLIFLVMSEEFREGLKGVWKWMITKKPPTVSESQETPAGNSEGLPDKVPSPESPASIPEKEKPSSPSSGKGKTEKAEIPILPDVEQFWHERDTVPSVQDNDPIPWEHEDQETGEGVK
Numbers without * were called inactive.

compound	FBW7 activator	MITF inh	TEAD-YAP block	GPR151 activ
CCCCN(CC)S(=O)(=O)c1ccc(C(=O)Nc2sc3c(c2C(N)=O)CCN(C)C3)cc1	0.1	17	11	1.2
CC(=O)N1CCc2cc(Br)cc(S(=O)(=O)NC3CCCCC3)c21	0.0	10	4	0.1
Cc1cccc(NC(=O)C(Cc2c[nH]c3ccccc23)NC(=O)C(c2ccccc2)c2ccccc2)c1 (stereo not drawn)	0.0	11	0	-2.1
Cn1cccc1Cc1nnc(SCC(=O)NCC2CCCO2)n1CCc1ccccc1 (stereo not drawn)	-0.2	-8	0	0.4
O=C(NC1CCCCCC1)c1ccc(Cn2c(=S)[nH]c3ccc(Br)cc3c2=O)cc1	-0.1	-2	-11	-0.8
O=C(Nc1ccc([N+](=O)[O-])cc1)C(c1ccccc1)N1CCOCC1 (stereo not drawn)	0.8	17	-2	-0.8
N#Cc1cccc(Cn2cc([N+](=O)[O-])cn2)c1	-0.1	0	-5	0.1
Cc1ccc(C)c(N(CC(=O)Nc2ccc3c(c2)OCCO3)S(C)(=O)=O)c1	0.1	-1	-29	0.6
CCCCCc1nnc(NC(=O)Cc2ccc(OC)c(OC)c2)s1	0.0	-1	6	-0.9
CCCN=C(C)c1c(CCC)[nH]n(-c2nc3ccccc3s2)c1=O	0.0	14	18	1.7
OCCC1CCCCN1c1ccnc2c(-c3cc4ccccc4o3)cnn12 (stereo not drawn)	0.4	-11	67*	0.1
Cc1[nH]nc2c1C(c1cccnc1)C(C#N)=C(N)O2 (stereo not drawn)	-0.2	-8	-10	1.2
COCCCN1CN(S(=O)(=O)c2ccc(OC)cc2)c2nc3ccccc3nc21	-0.2	-1	-6	0.7
C/C(=N\NC(=O)Cc1cccs1)c1ccccc1O	-0.2	16	-17	-0.6
CCOC(=O)c1c(-c2ccccc2)oc2ccc(OCc3ccc(C)cc3)cc12	0.0	-6	-1	-0.9
CCOC(=O)N1CCN(C(=O)C2CCC(CNc3c(N4CCCC4)c(=O)c3=O)CC2)CC1 (stereo not drawn)	0.2	0	5	0.9
Cc1nc(-c2cccc(NC(=O)c3ccccc3Cl)c2)cs1	0.0	-6	-21	-1.1
COc1cccc(NS(=O)(=O)c2cccnc2)c1	-0.1	10	0	0.1
COc1ccccc1NC(=S)N(CCCN1CCN(C)CC1)Cc1ccco1	-0.1	14	-2	2.9
CSc1ccc(Cl)c(C(=O)Nc2cc(C)ccn2)c1	-0.2	-5	-2	0.6
CCOC(=O)CSc1ccc(C(=O)N2CCN(C(c3ccccc3)c3ccc(Cl)cc3)CC2)cc1[N+](=O)[O-] (stereo not drawn)	0.0	8	5	-0.5
O=C1C=C(NNC(=O)c2ccncc2)CC(c2ccccc2)C1 (stereo not drawn)	-0.1	-6	5	0.1
COCCNCCOc1cc(C)cc(C)c1C	0.0	39	2	-0.9
O=C(NCCNc1nnnn1-c1ccccc1)Nc1ccccc1	0.0	7	11	-0.1
CN(CC(=O)N1CCc2ccccc2C1)S(=O)(=O)c1ccc2ccccc2c1	0.1	17	-1	-1.7
O=C(CN1CCCC1)Nc1ccc(F)c(F)c1	0.0	8	0	-1.1
COc1ccc(C2C(C#N)=C(N)N(c3ccc(Cl)cc3)C3=C2C(=O)CC(C)(C)C3)cc1 (stereo not drawn)	-0.1	5	-5	2.1
CCC(=O)N1CCC2(CC1)Nc1ccccc1-n1cccc12	-0.4	-2	-20	-1.3
Cc1ccc(N2NC(=O)/C(=C/c3ccccc3OCC#N)C2=O)cc1Cl	0.0	11	8	1.6
CC1CCN(C(=O)CCc2nnc(-c3ccccc3)o2)CC1	0.2	4	-26	-0.9
Clc1ccc(Cl)c(N2Cc3cc4c(cc3C2)CN(c2cc(Cl)ccc2Cl)C4)c1	0.2	4	11	0.2
COc1ccc(S(=O)(=O)N(CC(=O)N2CCCCC2)Cc2ccccc2)cc1C	-0.1	-12	3	1.8
CCN(CC(=O)Nc1cccc([N+](=O)[O-])c1)CC(=O)Nc1ccccc1C(F)(F)F	-0.2	-4	16	-0.6
CC(=O)c1ccc2c(c1)C1C=CCC1C(c1ccccc1[N+](=O)[O-])N2 (stereo not drawn)	0.0	6	-2	-0.8
CCOc1cc(/C=C(\C#N)c2nn(-c3ccccc3)c(N)c2C#N)cc(Br)c1OC	-0.1	1	-10	1.7
O=C(Nc1cccc(-c2nc3ccccc3o2)c1)c1ccc(NC(=O)c2ccco2)cc1	-0.1	-5	-2	0.3
Cc1cc2c(cc(C(=O)OC(C(=O)NC(C)(C)C)c3cccnc3)n2C)s1 (stereo not drawn)	0.6	2	-9	-1.1
CCN(C(=O)c1cccc(C)c1[N+](=O)[O-])c1ccccc1	0.2	0	12	-1.1
Cn1ccnc1SCC(=O)Nc1ccc(Br)cn1	-0.1	-6	-13	1.9
COc1ccc(Cl)cc1NC(=O)c1c(C(=O)O)cccc1[N+](=O)[O-]	-0.1	0	-6	0.7
COc1cc(C)c(Cl)cc1S(=O)(=O)n1cnc2ccccc21	-0.2	-1	0	2.0
O=C(N/C(=C\c1ccccc1Cl)C(=O)N1CCCCC1)c1ccc([N+](=O)[O-])cc1	0.2	8	-2	1.1
O=[N+]([O-])c1cc([N+](=O)[O-])c2nonc2c1Nc1cccc(C(F)(F)F)c1	0.6	18	6	7.1*
Nc1nc(SCC(=O)c2ccc(-c3ccccc3)cc2)n[nH]1	0.2	15	-39	-1.0
CCOC(=O)c1cccc(NC(=O)CCc2c(C)nc3nc(C)nn3c2C)c1	0.0	-1	-5	0.4
COc1cccc(CNC(=O)C2=C(C)C(=O)OC23CCC(C)CC3)c1 (stereo not drawn)	0.9	15	-2	0.8
Cc1ccc(NC(=O)N(C)c2ccccc2)cc1Cl	0.0	13	-15	-0.8
O=C(c1cccnc1)N1CCN(Cc2cccc(F)c2)CC1	0.0	75*	10	-1.4
COc1cc(CNC2CCCC2)cc(Cl)c1OC	0.1	24	-5	-0.1
CC1Oc2cc3c(cc2N(Cc2ccccn2)C1=O)CCCC3 (stereo not drawn)	0.1	17	0	-0.5
CCOC(=O)c1c(NC(=O)c2ccccc2)sc2c1CCC/C2=N/O	0.0	-18	-10	-1.6
Cn1nccc1Nc1nccc(NCCc2ccc(O)cc2)n1	0.1	3	2	2.2
CCOCCCn1c(=N)c(C(=O)NCCCOC)cc2c(=O)n3cc(C)ccc3nc21	0.0	7	0	1.1
O=[N+]([O-])c1ccc(O)c(/C=N/N=C/c2ccccc2O)c1	-0.2	-2	8	3.2
O=C(Nc1nc2c(s1)CCC2C(=O)NCCCc1ccccc1)c1ccc(F)cc1 (stereo not drawn)	-0.1	80*	-10	0.3
CC1CCCCN1CCNC(=O)c1ccc2c(c1)NC(=O)C(N1CCCCC1)S2 (stereo not drawn)	0.7	20	11	0.1
COc1ccccc1/C=C/C=C(\NC(=O)c1ccc(C)cc1)C(=O)N1CC2CC(C1)c1cccc(=O)n1C2 (stereo not drawn)	0.0	-8	3	1.8
CCc1cc2ccc(OC)cc2nc1SCC(=O)NNC(=O)c1ccc(OC)cc1	0.0	7	-8	0.1
Cc1ccsc1C(=O)N1CCN(c2cccc3c2C(=O)N(CC2CCCO2)C3=O)CC1 (stereo not drawn)	-0.1	-12	-7	0.7
COc1ccc(CN2CCN(C3CCC(C)CC3)CC2)c(OC)c1 (stereo not drawn)	-0.3	69*	7	0.4

Following part
Value order: FBW7 activator	MITF inh	TEAD-YAP block	GPR151 activ
- Cn1cccc1/C=N/n1c(-c2ccco2)n[nH]c1=S
→ 0.0	10	17	1.0
- CN1CCN(c2ccc(-c3ccc(C(=O)Nc4ccc(Oc5ccccc5)cc4)s3)cc2)CC1
→ 0.2	5	10	-2.3
- COc1ccc(N=c2oc3ccccc3cc2C(N)=O)cc1
→ 0.1	11	-46	-1.2
- C/C(=N\NC(=O)CNc1ccccc1C)c1cccc(Br)c1
→ 0.0	0	10	0.8
- c1cncc(CNc2nc(NCCN3CCOCC3)nc3c2ncn3C2CCCCC2)c1
→ 0.1	-2	-7	1.2
- c1ccc(-c2nnc3c4c5c(sc4ncn23)CCCC5)cc1
→ -0.1	5	-8	-0.7
- CCn1c(SCC(=O)Nc2cccc([N+](=O)[O-])c2)nnc1-c1ccccc1O
→ -0.1	-3	32*	-0.1
- COc1cccc(C2=NN3C(C2)c2cccc(OC)c2OC3c2ccc(SC)cc2)c1 (stereo not drawn)
→ -0.2	-5	47*	-1.3
- CCn1c(CNC(=O)C23CC4CC(CC(C4)C2)C3)nnc1SCC(=O)c1ccccc1
→ 0.3	14	3	-0.4
- Cc1nc2c(C(=O)NCc3ccccc3Cl)cnn2c(C)c1Cc1ccccc1F
→ 0.0	18	3	0.1
- CCOc1cc(C(N)=O)cc(Cl)c1OCC
→ 0.2	9	5	-1.0
- C[C@@H](O)[C@@H]1NC(=O)[C@H]2CN(C(=O)c3cccs3)CCN2C1=O
→ -0.1	-12	-3	0.9
- CC1=C(C(=O)Nc2ccc(F)cc2)C(c2ccc(N(C)C)cc2)C2=C(CC(C)(C)CC2=O)N1 (stereo not drawn)
→ 0.0	14	-34	5.6*
- Cc1ccc2c(c1)-c1c(cnn1CC(=O)N1CCCc3ccccc31)CO2
→ 0.0	-5	-11	-0.5
- Cc1ccccc1C(=O)Nc1nnc(SCC(=O)Nc2nccs2)s1
→ 0.2	-16	-11	-0.1
- COc1ccc(C2=NN3C(C2)c2cc(Cl)ccc2OC3c2ccc(OC)c(OC)c2)cc1 (stereo not drawn)
→ 0.2	-3	-77	1.1
- CCC(C)(C(=O)NC1CCCC1)N(Cc1ccco1)C(=O)c1ccccn1 (stereo not drawn)
→ 0.0	-1	0	-0.4
- O=C(Cn1cnc(SCc2ccccc2)n1)Nc1cccc([N+](=O)[O-])c1
→ -0.2	-2	-3	0.7
- O=C(COC(=O)c1ccc([N+](=O)[O-])o1)NC(=O)Nc1ccc2c(c1)OCCO2
→ 0.0	-3	37*	-0.1
- Cn1c(=O)[nH]c(N2CCCC2)c(Cc2ccccc2Br)c1=O
→ -0.2	10	-27	1.4

Compound profiles, from the list above. Values in the order: FBW7 activator	MITF inh	TEAD-YAP block	GPR151 activ
`C/C(=N\NC(=O)CNc1ccccc1C)c1cccc(Br)c1` is listed as 0.0	0	10	0.8
`OCCC1CCCCN1c1ccnc2c(-c3cc4ccccc4o3)cnn12` (stereo not drawn) is listed as 0.4	-11	67*	0.1
`Cc1nc(-c2cccc(NC(=O)c3ccccc3Cl)c2)cs1` is listed as 0.0	-6	-21	-1.1
`COc1ccc(Cl)cc1NC(=O)c1c(C(=O)O)cccc1[N+](=O)[O-]` is listed as -0.1	0	-6	0.7
`CCc1cc2ccc(OC)cc2nc1SCC(=O)NNC(=O)c1ccc(OC)cc1` is listed as 0.0	7	-8	0.1

(listing goes on)
Value order: FBW7 activator	MITF inh	TEAD-YAP block	GPR151 activ
- CCOC(=O)N1CCN(C(=O)C2(c3cccs3)CCOCC2)CC1
→ 0.0	4	17	0.1
- O=c1c(S(=O)(=O)c2ccc(Cl)cc2)c[nH]c2ccc(F)cc12
→ 0.0	6	2	0.5
- Cc1ccc(/C=C2\SC(=S)N(/N=C/c3ccc(C)o3)C2=O)o1
→ -0.9	54*	7	0.3
- Cc1sc(NC(=O)c2ccc(S(=O)(=O)N(C)Cc3ccccc3)cc2)c(C#N)c1C
→ 0.0	3	8	-2.2
- CSc1nnc(N(CCC(=O)O)CCC(=O)O)s1
→ 0.7	10	-14	-0.3
- CCSc1nc2sccn2c(=O)c1C(=O)NC(C)(C)CO
→ -0.1	-2	0	0.2
- COc1cc2c(cc1NCc1cccc(Br)c1)oc1ccccc12
→ 0.0	26	-1	1.0
- CC(C)C[C@H]1NC(=O)[C@@H]2C[C@H](NC(=O)c3ccc(F)c(C(F)(F)F)c3)CN2C1=O
→ 0.3	10	0	-0.1
- O=C(COC(=O)C1CCN(S(=O)(=O)c2cccs2)CC1)c1cc2ccccc2o1
→ 0.1	6	-5	0.9
- CN1C(=O)c2ccc(NC(=O)c3ccc4c5c(cccc35)CC4)cc2C1=O
→ 0.6	15	-8	0.5
- COc1ccc(-c2cnnc(N/N=C/c3ccccc3OC)n2)cc1
→ -0.1	1	-2	-1.1
- CC(C(=O)Nc1ccccc1-c1ccccc1)N1CCN(C)CC1 (stereo not drawn)
→ -0.1	68*	-5	-0.1
- COc1ccccc1CNc1nc(=S)[nH]c2cc(OC)c(OC)cc12
→ -0.2	6	11	0.4
- CCOc1ccccc1NC(=O)CN(C(=O)N1CCN(C)CC1)S(=O)(=O)c1ccc(C)cc1
→ 0.1	-5	-7	1.4
- O=C(N/N=C/c1ccccc1F)NC12CC3CC(CC(C3)C1)C2
→ -0.1	11	-14	0.2
- Cc1ccc(-n2c(SCc3ccccc3)nc3sc4c(c3c2=O)CC(C)(C)OC4)cc1
→ 0.1	7	3	0.8
- CCc1ccc(CN2CCOc3ccc(CN4CCCC(C(N)=O)C4)cc3C2)o1 (stereo not drawn)
→ -0.2	4	-5	-1.1
- CC(C)COc1ccc(C(=O)NN)cc1
→ 0.0	3	-6	-0.9
- CC(C)OC(=O)/C(=C/c1ccco1)NC(=O)c1ccccc1
→ 0.0	14	-2	2.0
- CC1=NN(c2cccc(Cl)c2)C(=O)/C1=C\c1ccc(O)cc1
→ 0.3	1	25	-2.5
